# HttQ103 aggreg = qHTS Multiplex Assay to Identify Dual Action Probes in a Cell Model of Huntington: Aggregate Formation (GFP); PC12 HttQ103-GFP aggregates, Acumen cytometry, 40 h; Potency, µM (titrated, usually from 46.1 µM), inactives show top-dose activity change, negative = inhibition, usual class: inhibitors; 1.1% of 220,000 active; also: potency is read from the fitted curve at half-maximal effect; % is scaled to controls: 0 for no effect and ±100 for the full control effect; nearly all actives have a fitted effect of over 60% in size
#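 Ecdysone-promoter PC12 model expressing HTT exon 1 Q103 fused to GFP, induced by tebufenozide at 100 nM final. Compounds titrated; aggregates sized 1–25 µm scored on a 488 nm laser cytometer.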
# Lamin A splicing = qHTS Assay for Modulators of Lamin A Splicing | 0.01% of 200,000 active | HeLa LMNA splicing GFP/RFP minigene ratio, 48 h | Potency, µM (highest dose often 46.1 µM), for inactives: at the top dose ratio change, negative = inhibition, hits mostly inhibitors; active = well fitted inhibition curve with a large enough effect in the signal ratio, with a control signal flat, not every such curve was filed as active; inconclusive = small, poorly fitted or top-dose-only effect, or effect the other way, or a change in a side signal; the % refers to the signal ratio; also: potency is read from the fitted curve at half-maximal effect; % is scaled to controls: 0 for no effect and ±100 for the full control effect
#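 S3 HeLa stable clones carrying a lamin A-EGFP splicing minigene plus DsRed2 were seeded at 600 cells/well in Opti-MEM with 2% FBS, pin-dosed and incubated 48 h at 37°C. Acumen cytometry (488 nm) gave the GFP/RFP total-intensity ratio.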
# CBFb RUNX1 block = qHTS Assay for Compounds Blocking the Interaction Between CBF-beta and RUNX1 for the Treatment of Acute Myeloid Leukemia | AlphaScreen CBFb-His/RUNX1-biotin binding, biochemical | Potency, µM (highest dose often 59.8 µM), without a hit: top-dose activity, negative = inhibition, hits mostly inhibitors | 230,000 tested, under 10 active; also: % of control where 0% means no effect
# Target sequence (Q01196 whole entry, looked up): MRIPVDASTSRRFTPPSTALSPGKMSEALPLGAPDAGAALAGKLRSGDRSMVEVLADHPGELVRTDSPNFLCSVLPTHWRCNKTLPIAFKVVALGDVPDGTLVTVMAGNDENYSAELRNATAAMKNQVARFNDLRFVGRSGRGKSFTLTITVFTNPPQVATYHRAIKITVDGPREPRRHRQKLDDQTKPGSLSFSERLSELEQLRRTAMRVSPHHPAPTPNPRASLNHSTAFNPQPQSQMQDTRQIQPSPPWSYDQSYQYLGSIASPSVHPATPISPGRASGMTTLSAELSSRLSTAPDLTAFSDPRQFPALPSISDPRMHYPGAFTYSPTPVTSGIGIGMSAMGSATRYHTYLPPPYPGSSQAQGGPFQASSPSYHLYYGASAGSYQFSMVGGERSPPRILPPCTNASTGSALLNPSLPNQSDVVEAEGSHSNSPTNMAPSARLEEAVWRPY
# Target sequence (Q13951 whole entry, looked up): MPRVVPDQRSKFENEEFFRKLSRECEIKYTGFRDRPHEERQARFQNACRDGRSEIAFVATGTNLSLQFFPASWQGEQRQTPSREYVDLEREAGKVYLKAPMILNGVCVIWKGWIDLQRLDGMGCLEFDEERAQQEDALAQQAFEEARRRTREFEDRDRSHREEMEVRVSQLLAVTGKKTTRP
#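 His-tagged CBF-beta and biotinylated RUNX1 (30 nM each) were premixed 20 min at room temperature, exposed to compound for 15 min, then given nickel-chelate and streptavidin AlphaScreen beads (50 ng each). After 90 min, AlphaScreen signal was read.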
# GAA glycogen = qHTS Assay for Inhibitors and Activators of Human alpha-Glucosidase Cleavage of Glycogen | Lysosomal alpha-glucosidase (Homo sapiens), P10253 | recombinant GAA, glycogen substrate, Amplex Red glucose oxidase fluorescence | Potency, µM (highest dose often 76.4 µM), without a hit: top-dose activity change, negative = inhibition, hits mostly inhibitors | 0.38% of 300,000 active;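 also: potency is read from the fitted curve at half-maximal effect; 0% = full enzyme reaction and -100% = no-enzyme basal signal; the screen sought inhibitors and activators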
#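 Recombinant human alpha-glucosidase (4 nM final) hydrolysed bovine liver glycogen (30 ug) for 40 min at 37 C in pH 5.0 citrate/phosphate with 0.01% Tween-20. Released glucose detected by glucose oxidase/Amplex Red, Ex 573/Em 610 nm. Compounds up to 77 uM; AC50 from Hill fits.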
# GAA inh = qHTS Assay for Inhibitors of Human alpha-Glucosidase as a Potential Chaperone Treatment of Pompe Disease; Lysosomal alpha-glucosidase (Homo sapiens), P10253; AID 1466, 2008; purified human GAA, 4-MU-alpha-glucoside fluorescence; Potency, µM (highest dose often 76.9 µM), for the others: at the top dose activity change, negative = inhibition, usual class: inhibitors; 0.005% of 200,000 active;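 also: potency is read from the fitted curve at half-maximal effect; plate controls were uninhibited enzyme wells for no effect and no-enzyme background for full effect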
#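 Read-out is 4-methylumbelliferone fluorescence (Ex 365/Em 440 nm) after NaOH/glycine stop at pH 10. Enzyme 4 nM, substrate 400 uM, pH 5.0 citrate buffer, 20 min room temperature; AC50 from Hill-equation concentration-response.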
# GAA spleen mod = qHTS Assay for Inhibitors and Activators of Human alpha-Glucosidase From Spleen Homogenate; human spleen homogenate, 4-MU-alpha-glucoside fluorescence; Potency, µM (titrated, usually from 79.9 µM), for inactives: at the highest dose activity change, negative = inhibition, usual class: inhibitors; 0.006% of 240,000 active; Lysosomal alpha-glucosidase (Homo sapiens), P10253;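 also: potency is read from the fitted curve at half-maximal effect; 0% = enzyme with vehicle and -100% = no enzyme basal signal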
#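 AC50 values come from Hill-equation fits of concentration-response data, normalized to no-enzyme and full-activity controls. Enzyme source: 1 ug human spleen homogenate; 1 mM fluorogenic 4-MU glucoside, pH 5.0 citrate buffer, 37 C, 40 min.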
# HTT cytoprotect = qHTS Multiplex Assay to Identify Dual Action Probes in a Cell Model of Huntington: Cytoprotection (ATP); PC12 HTT-Q103 induced, cytoprotection, ATP luminescence, 40 h; Potency, µM (doses to about 56.4 µM), inactives show cytoprotection (ATP increase), most hits filed as activators; 0.14% of 230,000 active; AID 1471, 2008;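 also: potency is read from the fitted curve at half-maximal effect; % of control where 0% means no effect; nearly all actives have a fitted effect of over 45% in size; toxic huntingtin expression switched on by the ecdysone agonist tebufenozide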
#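 PC12 cells with ecdysone-inducible HTT exon 1 Q103-GFP, induced with 100 nM tebufenozide and co-treated with library compounds in a dose series (1536-well, 1500 cells/well). Cytoprotection read as ATP content by ATPlite luminescence.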
# Starred values were filed as active, the others as inactive; ? = inconclusive; . = not tested or not shown; [ ] = another dose, or the depositor's remark. Unless noted, calls follow the shape of the dose curve; as a rule, active = well fitted curve in the direction sought with a large enough effect; inconclusive = small, poorly fitted or top-dose-only effect, or another doubt; inactive = no such curve, though single readings can be large; an effect the other way counts as inactive or inconclusive.
# Every second line gives: HttQ103 aggreg | Lamin A splicing | CBFb RUNX1 block | GAA glycogen | GAA inh | GAA spleen mod | HTT cytoprotect
O=C(CSCc1ccc(Cl)cc1)Nc1ccc(S(=O)(=O)N2CCOCC2)cc1
→ -2% | ? | -1% | 2% | -10% | 2% | 7%[0.074 µM]
O=C(Nc1nnc(C2CCCC2)s1)C1CCC1
→ 7% | -16% | 7% | 10% | 4% | 2% | -15%[10 µM]
O=c1[nH]c(=O)n([C@@H]2C[C@H](O)[C@H](CO)O2)cc1C(F)(F)F
→ . | ? | 2%[21.7 µM] | . | . | -12%[29.1 µM] | -32%[inhibitor][40.3 µM]
Cc1nc2ccc(NC(=O)Cc3ccc4c(c3)OCCO4)cc2s1
→ -2% | -16% | 3% | -7% | ? | -2% | -5%[10 µM]
CSc1ccc(/C=C/c2cc(=O)c3ccccc3[nH]2)cc1
→ -8% | ? | 6% | 13% | 9% | 6% | 26%[10 µM]
CC1=NN(C(=O)COc2ccccc2)C(O)(c2ccccc2)C1 (stereo not drawn)
→ 8% | 1% | 3% | -4% | -5% | 3% | 2%[10 µM]
CC(=O)CC1(O)C(=O)N(CN2CCN(c3ccccc3)CC2)c2ccccc21 (stereo not drawn)
→ -3% | 5% | 8% | -10% | -4% | 3% | -15%[10 µM]
O=C(c1ccc2snnc2c1)N1CCCCC1
→ 12% | 1% | -3% | -6% | 2% | -5% | 4%[10 µM]
CCN(CC)c1ccc(S(=O)(=O)N2CCOCC2)cc1NC(=O)CSc1n[nH]c(N)n1
→ -6%[9.22 µM] | . | 9% | -9% | . | -9% | -14%[10 µM]
COC1=C(Nc2ccc(OC)cc2)C(=O)c2ccccc2C1=O
→ 13µM* | ? | 0% | -10% | -1% | 4% | -15%[10 µM]
Cc1ccc(Cn2ccc(NC(=O)c3cc(CC(C)C)on3)n2)cc1
→ -9% | ? | -1% | -15% | -12% | -7% | 3%
Cc1cc([N+](=O)[O-])nn1Cc1ccccc1F
→ -1% | 14% | -1% | 6% | 5% | -13% | 12%
COC(=O)c1ccc(C2=NOC(C)(c3sc(-c4ccccc4)nc3C)C2)cc1 (stereo not drawn)
→ -2%[9.22 µM] | . | 19% | 2% | . | -7% | -5%[10 µM]
Cc1ccc(C)c(OCC(=O)Nc2ccc(S(=O)(=O)Nc3ccccn3)cc2)c1
→ 6% | 4% | 2% | 7% | -2% | -2% | -7%[10 µM]
CC1(C)CC(=O)C2=C(C1)N(c1ccc(F)cc1)C(N)=C(C#N)C2c1cccs1 (stereo not drawn)
→ -10% | 8% | -2% | -5% | -6% | -5% | -11%
O=[N+]([O-])c1[nH]cnc1/C=C/c1ccccc1
→ 4%[9.22 µM] | ? | 1% | 8% | -3% | 0% | 12%[10 µM]
O=C1Nc2ccccc2C12OCCCCO2
→ 7% | 7% | 9% | 13% | 4% | -7% | -14%[10 µM]
O=C(CCCCCn1c(=O)[nH]c2ccsc2c1=O)N1CCCCC1
→ -4% | ? | -7% | 10% | 3% | 2% | 22%[10 µM]
O=C(NCCCN1CCOCC1)C(=O)NCc1ccccc1Cl
→ 0% | 9%[46 µM] | 2% | -3% | 2% | 3% | -20%
CCCCCC1CC(=O)N(Cc2ccc(Cl)cc2)C(=O)N1 (stereo not drawn)
→ ? | ? | 9% | 10% | -4% | -10% | -17%

# Following part:
# Every second line gives: HttQ103 aggreg | Lamin A splicing | CBFb RUNX1 block | GAA glycogen | GAA inh | GAA spleen mod | HTT cytoprotect
O=C(NCCCN1CCCCCC1)C(c1ccccc1)C1CCCCC1 (stereo not drawn)
→ . | . | 6% | . | . | 4% | -35%[inhibitor]
Cc1ccc(-c2cc(C(=O)N/N=C/C=C/c3ccccc3)n[nH]2)s1
→ 20% | ? | -6% | -8% | 2% | 5% | 7%[10 µM]
O=C(O)C1(P(=O)(c2ccc(Cl)cc2)c2ccc(Cl)cc2)CC1
→ -5%[9.22 µM] | 2%[46 µM] | 6% | -2% | 13% | 3% | 11%[10 µM]
COc1cc2c(cc1NC(=O)C(C)N1CCN(S(=O)(=O)c3ccc(C)c(C)c3)CC1)oc1ccccc12 (stereo not drawn)
→ 15%[9.22 µM] | -3% | -2% | 0% | -2% | -10% | 6%
COc1ccc(NC(=O)c2ccccn2)cc1S(=O)(=O)N1CCOCC1
→ 7% | . | -8% | -5% | -5% | 3% | -14%
CC(C)C[C@@H](CC(=O)N[C@@H](CCC(=O)O)CC(=O)O)NC(=O)[C@@H]1CNCC[C@H]1NC(=O)C[C@H](CCCN)NC(=O)C[C@H](Cc1c[nH]c2ccccc12)NC(=O)[C@@H]1CNCC[C@H]1N
→ . | . | -10% | . | . | -3% | ?
CC1=CC(C)(C)N(C(=O)CSc2ncn[nH]2)c2ccccc21
→ 19% | 14% | -1% | 1% | -5% | 2% | 19%[10 µM]
COCCNC(=O)C(C)OC(=O)c1cc2sccc2n1C (stereo not drawn)
→ 0% | -6% | 9% | -9% | -1% | 1% | 14%[10 µM]
O=[N+]([O-])c1ccc(Sc2n[nH]c(-c3ccncc3)n2)nc1
→ -8% | . | 4% | 4% | -5% | 3% | 10%
NS(=O)(=O)c1ccc(NC(=S)NC(=O)/C=C/c2ccco2)cc1
→ -9% | -15% | -3% | 8% | ? | -6% | 21%[10 µM]
CCNc1nc(OC)nc(SCC(N)=O)n1
→ 0% | -8% | -1% | 0% | 3% | 2% | -8%
CC(C)CCN1CCNC(=O)C1CC(=O)Nc1ccc(F)cc1 (stereo not drawn)
→ 17% | 13% | 0% | -13% | -6% | 3% | -5%[0.074 µM]
Cc1nn(Cc2ccccc2)c(Cl)c1C(=O)NCCc1ccccc1
→ 11% | 3% | 3% | 11% | -6% | -5% | 12%[1.9 µM]
Cc1ccc(SC(C)C(=O)N2CCCC2)cc1 (stereo not drawn)
→ -7% | -1% | 7% | 3% | 2% | -9% | 4%[0.074 µM]
O=S(=O)(NCCCN1CCOCC1)c1ccc(Cl)s1
→ 2%[9.22 µM] | . | 6% | -2% | . | 1% | 2%[10 µM]
Cc1cccc(NC(=O)Cc2noc3ccccc23)c1C
→ 1% | 4% | 7% | 7% | -3% | 2% | .
CC1=NC2(CCCc3c2no[n+]3[O-])N(O)C1(C)C (stereo not drawn)
→ -6% | 8% | 0% | ? | -5% | -7% | -9%[10 µM]
COc1ccc(NC(=S)Nc2cccc3cnccc23)cc1
→ -21% | ? | -4% | -4% | 1% | -11% | .
OC(c1ccccc1)c1nccc2ccccc12 (stereo not drawn)
→ 5% | ? | 15% | 3% | -8% | -6% | -17%
Cc1cc(NC(=O)CSc2nnc(-c3ccoc3C)n2N)no1
→ 16% | -2% | -5% | -2% | -9% | 6% | -8%

# (list continues)
# Every second line gives: HttQ103 aggreg | Lamin A splicing | CBFb RUNX1 block | GAA glycogen | GAA inh | GAA spleen mod | HTT cytoprotect
CC(=O)CSc1ncnc2sc3c(c12)CCC(C)C3 (stereo not drawn)
→ 5% | ? | 12% | -15% | 2% | 6% | -23%
CCOCCCNC(=O)N[C@@H](C)C(=O)OC
→ 6% | -2% | 5% | 5% | -2% | -7% | -5%[0.074 µM]
Cc1ccc(S(=O)(=O)N(C)c2ccc(C(=O)NCc3ccccn3)cc2)cc1
→ 13% | -10%[46 µM] | 14% | 29% | 4% | 4% | .
NC(=O)c1ccc(NC(=O)c2ccccc2S(=O)(=O)c2ccccc2[N+](=O)[O-])cc1
→ -11% | 11% | -11% | 3% | ? | -4% | .
O=C(COc1ccc(S(=O)(=O)NCCc2ccccc2)cc1)N1CCCC1
→ ? | -3% | -1% | -3% | -6% | -3% | -15%[0.074 µM]
CS(=O)(=O)c1cnc2c(-c3ccsc3)cnn2c1N
→ 2% | ? | 2% | -7% | 7% | -15% | -21%[10 µM]
O=C1CC(N2CCN(c3cccc(C(F)(F)F)c3)CC2)C(=O)N1c1ccccc1F (stereo not drawn)
→ 5% | ? | -7% | -13% | -7% | -14% | -7%
O=C(CSC1=NS(=O)(=O)c2ccccc21)Nc1ccccc1
→ 16% | -1% | 5% | 8% | 0% | 1% | 1%
CCOC(=O)Nc1ccc(C(N)=O)cc1
→ 7% | 11% | 5% | 1% | -5% | -3% | 1%
CCCC(=O)Nc1ccc(NC(=O)c2ccccc2)nc1
→ -15%[9.22 µM] | . | 0% | 8% | . | 0% | 18%[10 µM]
COc1ccc(N2CCN(CCCNC(=O)Nc3ccccc3)CC2)cc1
→ 25% | 7% | -16% | -5%[76.3 µM] | -8% | -3% | -15%
Cc1[nH]c2ccccc2c1Cc1nnc(SCC(N)=O)o1
→ 5% | -6% | ? | -3% | 0% | -3% | -10%
Cc1oc2cc(OCC(=O)O)ccc2c(=O)c1Oc1ccccc1
→ 2% | -2% | 3% | -13% | ? | -3% | -6%
Cc1occc1C(=O)NC(C)C1CCCO1 (stereo not drawn)
→ 2% | 8% | 6% | -2% | -2% | -2% | 0%
c1ccc(-c2nnc(-c3ccccn3)c(-c3ccccn3)n2)nc1
→ -30%[9.22 µM] | . | -6% | 4% | . | 2% | -2%[10 µM]
O=C(c1ccccc1)c1ccc(N2CCOCC2)c(F)c1
→ -9% | 2% | 8% | -2% | 1% | -1% | -12%
O=C(NCCCCNC(=O)c1cccs1)c1cccs1
→ -6% | 2% | 2% | 7% | -9% | -7% | .
O=C(CSc1nncs1)Nc1ccc(S(=O)(=O)N2CCCC2)cc1
→ 20% | . | 6% | 2% | -4% | 1% | .
O=C(CN1CCN(C(=O)c2ccco2)CC1)Nc1cc(Cl)ccc1Cl
→ -5% | -1% | -2% | 3% | 4% | -1% | -6%
Cc1ccc(C(=O)[C@@H]2[C@H]3C4COC(O4)C(=O)[C@@H]3[C@H]3C=Cc4ccccc4N32)cc1 (stereo partly drawn)
→ . | . | -20%[21.7 µM] | . | . | -8% | -2%[1.9 µM]

# Marked active in HttQ103 aggreg (from the list above):
SMILES	HttQ103 aggreg	CBFb RUNX1 block	GAA glycogen	GAA inh
COC1=C(Nc2ccc(OC)cc2)C(=O)c2ccccc2C1=O	13µM*	0%	-10%	-1%

# From PubChem
